Screens from PubChem BioAssay.
Growth percent in the NCI-60 one-dose screen (48 h, 10 µM unless noted): 100 = growth as untreated, 0 = no growth, -100 = all killed.
MDA-MB-468: MDA-MB-468 breast cancer; 78,000 tested, 8.5% active
T-47D: T-47D breast cancer | 79,000 tested, 5% active
MDA-MB-231: MDA-MB-231 breast cancer; 81,000 tested, 5% active
SR: SR leukemia cells. 73,000 tested, 8.7% active
BT-549: BT-549 breast cancer; 78,000 tested, 4.4% active
HS 578T: HS 578T breast cancer; AID 1794788; 78,000 tested, 4.1% active
MCF7: MCF7 breast cancer. 82,000 tested, 6.3% active. AID 1794796
K-562: K-562 leukemia | 78,000 tested, 7.4% active
An asterisk follows results filed as active; / = no result given; & = joins results of further samples. Rule for the calls: active = growth percent below 10; inactive = the rest.

#1 C[C@]1(C(=O)O)CC2CCC1C2 (some centres not stated)
#2 CC(=O)C1CC1
#3 CCCCC1Nc2nc(SC)n(C)c(=O)c2CN(Cc2ccccc2)C1=O (configuration not stated)
#4 COC(=O)C(Cc1ccc(O)c(O)c1)NC(=O)C(CSC/C=C(\C)CCCC(C)CCCC(C)CCCC(C)C)NC(C)=O (configuration not stated)
#5 O=C1c2cc(Cl)ccc2OC2CCON12 (configuration not stated)
#6 C=CCSc1nnc(-c2ccc3nc(-c4ccccc4)[nH]c3c2)o1
#7 CCOC(=O)C(CC)(C(=O)OCC)C(C)CC (configuration not stated)
#8 COc1ccc(C2NC(=S)NC(C)=C2C(=O)OC(C)C)cc1OC (configuration not stated)

screen / no.,1,2,3,4,5,6,7,8
MDA-MB-231,117.8,108.2,94.5,38.1,110.5,111.0,112.2,104.8
HS 578T,103.6,109.9,164.6,25.5,105.5,124.8,101.9,89.8
MDA-MB-468,103.8,101.0,100.8,6.4*,110.9,90.8,95.5,98.9
MCF7,97.9,97.9,100.0,24.4,89.0,86.6,98.6,107.7
SR,106.4,99.4,285.0,/,/,128.9,89.1,101.5
BT-549,100.4,101.1,/,23.3,101.6,156.3,104.3,103.2
T-47D,105.5,96.1,93.2,-0.8*,94.8,82.4,92.8,91.1
K-562,101.8,93.5,140.6,5.3*,141.4,85.8,92.9,105.5

#9 CN1c2ccccc2C(=O)N(NC(=O)Nc2ccc(F)cc2)C1c1ccccc1 (configuration not stated)
#10 Cc1ccc(S(N)(=O)=O)c(C)c1
#11 CC(=O)N1N=C(c2ccccc2)CC1c1nnc2n(Cc3ccccc3)c(=O)c3c4c(sc3n12)CCCC4 (configuration not stated)
#12 NC(=S)n1cccn1
#13 Cc1ccc(-c2cc(C(=O)O)c3ccccc3n2)c(C)c1
#14 CCCCn1cnc2c(SCc3ccccc3)nc(N)nc21
#15 COc1ccc(C(=O)c2cc3c(N)c(C(=O)Nc4cccc5ccccc45)sc3nc2C)cc1
#16 O=c1ccc2c(ccc3ncccc32)o1

screen / no.,9,10,11,12,13,14,15,16
MDA-MB-231,77.0,/,87.5,97.1,104.9,92.3,15.7,119.6
HS 578T,99.1,/,80.9,103.7,/,115.4,11.3,108.1
MDA-MB-468,97.2,100.0,/,/,117.3,106.9,-0.3*,106.9
MCF7,78.8,98.2,114.9,100.6,96.8,99.1,19.4,95.7
SR,93.6,105.0,18.7,105.9,/,81.7,-11.9*,102.6
BT-549,97.7,110.8,101.4,99.5,97.9,98.6,45.1,116.0
T-47D,86.1,103.0,307.6,104.5,99.6,94.2,32.6,94.6
K-562,92.9,104.3,81.9,93.3,128.4,89.6,7.4*,113.3

#17 COc1ccc(Nc2nnc(-c3cc(F)c(F)c(F)c3)o2)cc1
#18 CCCCCc1ccc(S(=O)(=O)Nc2cccc(-c3csc(NCCN4CCN(C)CC4)n3)c2)cc1
#19 O=c1oc2c(cnc3ccccc32)cc1-c1cccc([N+](=O)[O-])c1
#20 N#Cc1ccc(NC(=O)NNC(=O)c2ccncc2)cc1
#21 COc1ccc(-c2nn(-c3ccccc3)cc2/C=C/C(=O)c2cc3ccccc3oc2=O)cc1
#22 COc1ccc(/C=C2/N=C3N(N=C(N)N3c3ccccc3)C2=O)cc1
#23 CCOc1ccccc1N=C1NC(=O)CS1
#24 O=C1c2cc(I)ccc2Oc2cc([N+](=O)[O-])ccc2N1c1ccc(F)cc1F

screen / no.,17,18,19,20,21,22,23,24
MDA-MB-231,99.3,64.3,95.6,107.0,102.8,96.9,105.6,81.9
HS 578T,111.5,87.0,105.6,100.6,97.3,103.2,107.5,83.1
MDA-MB-468,97.8,87.3,105.6,103.5,110.9,112.5,101.7,92.0
MCF7,94.3,15.5,84.2,98.2,91.9,99.4,98.8,86.0
SR,/,-6.5*,105.8,/,117.5,100.0,104.0,/
BT-549,126.1,95.1,106.4,/,107.2,100.9,109.8,/
T-47D,96.8,80.1,91.5,106.7,102.5,/,107.7,65.9
K-562,97.0,0.4*,99.0,43.9,91.6,93.2,111.1,57.7

#25 CC(=O)NC(C)=O
#26 CCN(CC)CCCC(Cc1ccccc1)Nc1c2ccc(Cl)cc2nc2ccc(OC)cc12 (configuration not stated)
#27 c1ccc(C2=NCCCO2)cc1
#28 Cc1nn(-c2ccccc2)c2nc3nc4c(c(N)c3c(-c3ccc(Cl)cc3)c12)CCC4
#29 O=C(/C=C/c1ccc(Cl)s1)c1ccc(Cl)s1
#30 CN(C)CSc1ccccc1
#31 N#Cc1nc(-c2ccccc2)oc1S(=O)(=O)N1CCN(c2ccc(F)cc2)CC1
#32 Cc1ccc(-c2nc3nc(-c4ccc(Br)cc4)nc(N4CCCNCC4)c3o2)cc1

screen / no.,25,26,27,28,29,30,31,32
MDA-MB-231,105.9,-31.3*,114.7,88.1,112.2&107.7,112.3,83.8,-57.0*
HS 578T,104.2,52.2,103.1,99.5,96.8,98.0,103.1,-30.3*
MDA-MB-468,112.2,-72.3*,96.1,99.3,79.5&88.1,104.5,44.8,-65.0*
MCF7,97.2,-9.5*,88.4,87.5,60.5&59.3,106.4,38.5,-75.8*
SR,97.5,-27.4*,97.8,-25.9*,87.0&78.3,102.9,-20.3*,-32.2*
BT-549,107.2,53.3,135.7,114.0,103.0&103.2,113.6,59.7,99.5
T-47D,104.9,-7.0*,108.7,101.8,96.9&88.8,112.8,55.8,-8.1*
K-562,106.8,-39.2*,96.2,27.7,92.6&95.0,106.4,3.7*,-48.4*

#33 O=C(Oc1cccc(F)c1OC(=O)c1cccc(O)c1)c1cccc(O)c1
#34 Cc1cc(Br)nnc1Br
#35 O=C(O)c1ccc(N/C=C/C(=O)c2ccccc2)cc1
#36 CCCCCCCCCOc1c(OC)cc(C2CC(=O)Nc3c2c(C)nn3-c2nc3ccccc3[nH]2)cc1OC (configuration not stated)
#37 O=C(/C=C/c1cn(-c2ccccc2)nc1-c1ccc([N+](=O)[O-])cc1)c1ccc(Cl)cc1
#38 Nc1nc(-c2cc(-c3cccc([N+](=O)[O-])c3Cl)nc(N)n2)cc(-c2cccc([N+](=O)[O-])c2Cl)n1
#39 CNC(=S)N(C)C
#40 CCCc1cc2c(=O)c(C(=O)OC)c[nH]c2cc1N(CC)CC

screen / no.,33,34,35,36,37,38,39,40
MDA-MB-231,66.4,92.7,107.8,-75.0*,14.7,/,112.2,108.3
HS 578T,67.2,110.3,97.1,-23.0*,-12.0*,88.8,113.9,123.2
MDA-MB-468,92.9,100.7,103.4,-55.6*,39.5,111.0,104.9,118.7
MCF7,75.0,102.5,83.1,4.3*,25.4,99.3,96.8,80.2
SR,/,/,111.0,/,-22.6*,/,115.2,/
BT-549,48.2,96.8,101.0,-16.7*,62.7,111.7,106.3,93.5
T-47D,56.8,90.1,88.1,-11.0*,31.4,/,105.6,94.4
K-562,73.8,99.5,102.1,9.1*,12.4,91.6,121.1,96.2

Two entries from above, as tab-separated lines.
cpd	smiles	MDA-MB-231	HS 578T	MDA-MB-468	MCF7	SR	BT-549	T-47D	K-562
39	CNC(=S)N(C)C	112.2	113.9	104.9	96.8	115.2	106.3	105.6	121.1
40	CCCc1cc2c(=O)c(C(=O)OC)c[nH]c2cc1N(CC)CC	108.3	123.2	118.7	80.2	/	93.5	94.4	96.2

The listing continues:
#41 COC(=O)C1=C(C)OC2OCCC12 (configuration not stated)
#42 COc1cc(CNC(=O)C[C@H](C)CCC=C(C)C)ccc1OCc1cn(-c2ccc([N+](=O)[O-])cc2)nn1
#43 CCN(C(=O)CN1CCN(c2cc3c(cc2F)c(=O)c(C(=O)O)cn3C2CC2)CC1)c1nc(-c2ccc(Cl)cc2)cs1
#44 CC(C)=CCC/C(C)=C/CSc1nnc(-c2c(C)nc3ccc(Cl)cn23)o1
#45 CCOc1cc2c(cc1OCC)C(c1cc(OC)c(OC)c(OC)c1)NCC2 (configuration not stated)
#46 O=C(CN1CCN(c2cc3c(cc2F)c(=O)c(C(=O)N/N=C/c2ccc(Cl)cc2)cn3C2CC2)CC1)N/N=C\c1ccc(Cl)cc1
#47 COc1ccc(NC(=O)C(=O)c2c[nH]c3cc(F)ccc23)cc1
#48 NNC(=O)CNC(=O)Cc1ccccc1

screen / no.,41,42,43,44,45,46,47,48
MDA-MB-231,/,76.8,103.8,64.8,105.4,89.4,78.4,/
HS 578T,105.6,82.0,114.9,86.4,119.3,104.6,97.9,97.2
MDA-MB-468,100.3,41.4,86.5,34.1,104.4,88.9,13.5,102.9
MCF7,97.1,64.0,87.3,37.9,110.5,86.6,52.4,93.1
SR,/,39.2,78.7,/,107.0,95.4,72.0,93.7
BT-549,107.3,72.6,97.9,100.9,97.5,113.1,92.6,107.0
T-47D,/,46.1,73.7,72.2,127.8,90.4,61.2,101.1
K-562,105.1,44.9,96.4,96.9,108.4,78.4,47.4,93.9

#49 COc1cccc(-n2cc(C#N)c(N)c2C(=O)c2ccc(F)cc2)c1
#50 N#Cc1c(-c2cc(=O)oc3ccc(Cl)cc23)nn(-c2ccccc2)c1N
#51 CCCC(F)C(=O)O (configuration not stated)
#52 CCOC(=O)C(=CNc1ccccc1[N+](=O)[O-])C(=O)OCC
#53 COc1ccc2[nH]cc(-c3nc(N)nnc3-c3cn(C)c4ccc(F)cc34)c2c1
#54 COc1ccc(NC(=O)C(/C=N\C(=S)NNC(C)=O)=C(\C)O)cc1
#55 c1ccc(-c2csc3[n+]2CCN3)cc1
#56 O=C1/C(=C/c2ccc(Br)cc2)SC(=Nc2ccccc2)N1Nc1ccccc1

screen / no.,49,50,51,52,53,54,55,56
MDA-MB-231,92.8,60.5,110.6,98.6,72.7,107.9,107.8,71.7
HS 578T,91.5,81.1,100.3,98.6,82.7,95.2,94.7,103.6
MDA-MB-468,37.8,71.7,107.7,86.0,63.8,107.2,101.5,78.1
MCF7,81.9,45.0,97.8,92.9,67.7,104.3,96.0,49.2
SR,46.8,57.9,91.2,/,60.8,81.2,87.7,51.5
BT-549,92.7,93.0,111.2,103.3,106.2,105.5,/,90.4
T-47D,87.3,84.7,97.7,90.0,83.6,97.8,/,63.3
K-562,39.3,70.0,97.6,96.7,80.1,105.8,98.8,46.2

The closing two compounds of the part above lead into the next.
#55 c1ccc(-c2csc3[n+]2CCN3)cc1
#56 O=C1/C(=C/c2ccc(Br)cc2)SC(=Nc2ccccc2)N1Nc1ccccc1
#57 C/C(=C(/c1ccc(Cl)cc1)c1ccc(OCCN2CCOCC2)cc1)c1ccc(Cl)cc1
#58 N/C(=N\c1nc(=O)c2ccccc2s1)NC(=O)Nc1ccccc1
#59 C#Cc1ccc(-n2c(/C=C/c3cc(OC)ccc3OC)nc3ncccc3c2=O)cc1
#60 C#CC[C@@H]1C[C@]2(C)[C@H]3CC=C4[C@H]5[C@@H](C)[C@H](C)CC[C@]5(C(=O)NCCN(CCN)CCN)CC[C@@]4(C)[C@]3(C)CC[C@H]2C(C)(C)[C@H]1OC(C)=O
#61 C=CC(=O)N1CC2(CCC(n3nc(-c4ccc(Oc5ccccc5)cc4)c4c(N)ncnc43)CC2)C1
#62 O=C(CCCC(=O)Nc1ccc(-n2nnc3cc(Cl)c(Cl)cc32)cc1)Nc1ccc(-n2nnc3cc(Cl)c(Cl)cc32)cc1
#63 CSc1nn2c(-c3cc4cc(Br)ccc4oc3=O)ccnc2c1C#N
#64 N#Cc1c(-c2ccccc2)c(C#N)c(=O)n(-c2nccs2)c1N

screen / no.,55,56,57,58,59,60,61,62,63,64
MDA-MB-231,107.8,71.7,95.0,96.6,79.7,51.6,-31.0*,49.9,105.2,86.2
HS 578T,94.7,103.6,/,89.9,100.9,108.2,-35.5*,49.8,109.2,102.9
MDA-MB-468,101.5,78.1,120.1,104.4,80.6,26.0,-58.1*,18.9,109.1,78.8
MCF7,96.0,49.2,80.7,92.6,84.5,65.2,1.9*,22.6,94.9,85.2
SR,87.7,51.5,104.5,92.7,69.3,21.7,-23.2*,51.2,94.7,95.8
BT-549,/,90.4,103.6,87.9,97.9,107.8,-69.3*,51.2,105.2,98.9
T-47D,/,63.3,71.9,104.9,75.3,/,14.6,36.7,99.7,99.6
K-562,98.8,46.2,79.1,103.5,82.3,27.3,3.5*,54.8,104.5,106.8

#65 C/C(=C\c1ccccc1)c1ccccn1
#66 CCC(OC(C)C)OC(C)C
#67 O=C(N/N=C/c1ccccc1O)c1cc(C(=O)N/N=C/c2ccccc2O)[nH]n1
#68 O=C(NNc1nc(-c2ccc(Cl)cc2)cs1)c1ccccc1Cl
#69 C=C(NC(=O)[C@H](C(C)C)N(C)c1cccc2[nH]ccc12)C(=O)OC
#70 Cc1ccc2[nH]c(O)c(N=Nc3nc(-c4cc5ccccc5oc4=O)cs3)c2c1
#71 CCOC(=O)C(O)C(C#N)c1ccccc1 (configuration not stated)
#72 Cn1c(CO)cnc1-c1ccccc1
#73 CCCNC(=O)c1ccccc1C(=O)NC1(C(=O)NCCC)CCCC1
#74 NC1=NN(O)C2=CC(Cl)C=CC2=N1 (configuration not stated)
#75 COc1ccc(OC)c(/C=N/NC(=O)c2ccc3cccc(O)c3n2)c1

screen / no.,65,66,67,68,69,70,71,72,73,74,75
MDA-MB-231,91.0,100.4,86.0,124.5,108.6,87.5,102.3,103.0,110.0,107.2,87.0
HS 578T,123.1,105.0,91.0,120.7,102.2,68.0,105.5,127.4,138.1,101.3,98.5
MDA-MB-468,/,106.4,77.8,99.3,/,82.5,95.7,92.6,/,114.8,95.5
MCF7,68.4,97.0,92.9,92.9,99.6,85.0,93.1,96.3,103.3,87.8,87.8
SR,99.4,81.9,19.2,74.0,/,96.0,97.5,73.6,/,105.3,82.9
BT-549,110.1,97.6,103.6,100.8,95.3,82.9,102.1,149.5,121.9,75.4,98.5
T-47D,94.7,99.0,76.4,91.0,95.4,90.7,97.5,98.0,104.9,73.0,104.3
K-562,105.1,94.9,50.2,94.6,89.4,115.2,101.7,85.2,101.0,100.3,98.8
